Screens deposited in PubChem by National Center for Advancing Translational Sciences (NCATS).
Tb PFK block = inhibitors of T. brucei phosphofructokinase | O15648 | 330,000 tested, 0.17% active | T. brucei PFK, ADP-Glo luminescence | Potency, µM (top dose mostly 57.5 µM), without a hit: at the highest dose activity, negative = inhibition, usual class: inhibitors;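 note: potency is the fitted concentration of half-maximal effect; 0% = uninhibited 1x PFK enzyme wells and -100% = no-enzyme wells; nearly all actives have a fitted effect of over 60% in size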
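Luminescent ADP detection (ADP-Glo, two-step: ATP depletion then ADP-to-ATP conversion for luciferase) reported PFK activity after 45 min room-temperature reaction of 1.25 nM enzyme with 0.5 mM F6P and 0.1 mM ATP at pH 8.0.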
S-ASM inh = human S-ASM enzyme inhibition | P17405 | placental ASM, HMU-PC fluorogenic substrate, 60 min | Potency, µM (top dose mostly 57.5 µM), inactives show at the top dose activity change, negative = inhibition, usual class: inhibitors | 340,000 tested, 0.006% active | AID 504937; note: potency is the fitted concentration of half-maximal effect
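Human placenta-derived ASM preincubated with compound 10 min at room temperature, then reacted with 9 uM (final) fluorogenic HMU-PC substrate for 60 min at 37 C. Stop solution raises pH to 10; fluorescence read at Ex 386/Em 447 nm.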
Eya2 inh = blocks the phosphatase activity of human Eya2. O00167. recombinant Eya2, OMFP fluorescence dephosphorylation (OMFP is methylfluorescein phosphate). Potency, µM (highest dose often 76.9 µM), for the others: at the top dose activity, negative = inhibition, hits mostly inhibitors. 330,000 tested, 0.006% active. AID 488837; note: potency is the fitted concentration of half-maximal effect; % is set by controls: 0 for no effect and ±100 for the full control effect
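Eya2 (0.2 uM) preincubated 10 min at ambient with compound, then OMFP substrate added at 50 uM; 10 min reaction in 50 mM HEPES pH 7.5, 50 mM NaCl, 5 uM MgCl2, 0.05% BSA, 1 mM DTT. Fluorescence read at Ex 485/Em 525 nm.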
TCR act = activates T cell receptor signaling; primary human leukocytes, anti-CD3, IL-2 HTRF, 48 h; Potency, µM (series often up to 9.22 µM), for the others: top-dose activation of IL-2 secretion, actives largely listed as activators; 330,000 tested, under 10 active; AID 504894; note: % of control where 0% means no effect
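HTRF read-out of IL-2 secretion: europium cryptate donor excited at 320nm, d2 acceptor emission at 665nm. Cells were primary human leukocytes incubated 48 hr with compounds and a-CD3 beads, supplying TCR signal only.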
TSHR antag = blocks TSH signaling through the human TSH receptor; P16473; TSHR-expressing cells, TSH-stimulated cAMP HTRF, 2 h; active compounds read low; activity change, negative = inhibition, % at 11.5 µM; 330,000 tested, 0.2% active;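 active = activity change below a set negative limit, meaning inhibition stronger than a set level, cut at about -70% in these data; inconclusive = activity change between two set negative limits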; note: % is set by controls: 0 for no effect and ±100 for the full control effect
Target sequence (P16473 whole entry, looked up): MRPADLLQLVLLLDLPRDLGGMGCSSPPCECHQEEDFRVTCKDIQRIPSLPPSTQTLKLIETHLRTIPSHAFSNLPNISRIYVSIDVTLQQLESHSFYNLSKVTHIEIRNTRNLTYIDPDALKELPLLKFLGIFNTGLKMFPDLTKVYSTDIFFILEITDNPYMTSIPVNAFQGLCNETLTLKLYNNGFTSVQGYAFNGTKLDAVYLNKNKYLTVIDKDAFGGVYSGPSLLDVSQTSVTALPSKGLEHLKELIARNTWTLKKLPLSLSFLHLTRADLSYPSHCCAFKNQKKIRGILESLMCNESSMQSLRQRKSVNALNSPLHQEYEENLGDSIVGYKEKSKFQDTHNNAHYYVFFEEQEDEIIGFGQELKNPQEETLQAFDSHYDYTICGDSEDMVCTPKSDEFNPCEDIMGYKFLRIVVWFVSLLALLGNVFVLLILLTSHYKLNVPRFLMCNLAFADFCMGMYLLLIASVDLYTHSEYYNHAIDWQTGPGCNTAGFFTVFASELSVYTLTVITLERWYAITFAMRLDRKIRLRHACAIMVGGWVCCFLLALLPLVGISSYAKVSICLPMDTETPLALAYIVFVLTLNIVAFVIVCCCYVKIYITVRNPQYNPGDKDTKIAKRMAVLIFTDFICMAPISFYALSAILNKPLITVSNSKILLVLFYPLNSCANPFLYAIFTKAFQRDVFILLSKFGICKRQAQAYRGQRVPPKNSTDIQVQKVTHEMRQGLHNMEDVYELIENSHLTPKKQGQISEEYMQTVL
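TSHR-expressing cells, 200/well, pre-treated with compound, then stimulated with EC80 TSH (4nM final) for 2 hours at 37 deg C. cAMP measured by competitive HTRF: anti-cAMP cryptate antibody in lysis buffer plus cAMP-d2, read after 30 minutes at room temperature.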
ELG1 DNA repair = inhibitors of ELG1-dependent DNA repair in HEK293T cells. HEK293T ELG1-luciferase reporter, luminescence, 16 h; DNA damage induced by 5-fluorouridine. Potency, µM (series often up to 46.1 µM), without a hit: top-dose activity change, negative = inhibition, most hits filed as inhibitors. 330,000 tested, 2.3% active; note: potency is the fitted concentration of half-maximal effect; % is set by controls: 0 for no effect and ±100 for the full control effect; nearly all actives have a fitted effect of over 55% in size
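Luminescence from the luciferase reporter, measured 30 min after ONE-Glo reagent at room temperature, was the read-out. Beforehand, 2,000 cells per well were exposed for 16 hr at 37 °C to 5-fluorouridine together with compound or vehicle.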
Integrin act MD = activators of alpha7 integrin expression for muscular dystrophy; AID 624291; Potency, µM (doses to about 38.3 µM), for inactives: at the highest dose activation, usual class: activators; alpha7betagal myoblasts, beta-gal FDG fluorescence, 48 h; 350,000 tested, 0.064% active;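 note: potency is the fitted concentration of half-maximal effect; 100% = response of the positive control SU9516; nearly all actives have a fitted effect of over 60% in size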
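alpha7betagal+/- myoblasts (passage 13, 250/well) treated 48 h at 37C with compounds at 1:260 dilution of DMSO stock. Lysed, then beta-galactosidase activity read as FDG fluorescence (ex 480/em 540) after 30 min, with pre-read for autofluorescence.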
TSG101-PTAP inh = blocks PTAP/TSG101 interaction to inhibit HIV-1 budding. Q99816. Fluorescence polarization, FITC-PTAP peptide / Tsg101 binding. Potency, µM (titrated, usually from 115 µM), for the others: top-dose activity change, negative = inhibition, usual class: inhibitors. 340,000 tested, under 10 active; active = well fitted inhibition curve with a large enough effect in the main read-out, with a control signal flat, not every such curve was filed as active; inconclusive = small, poorly fitted or top-dose-only effect, or effect the other way, or a change in a side signal; inactive = no such curve, though single readings can be large or run the other way; note: potency is the fitted concentration of half-maximal effect; % of control where 0% means no effect
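Tsg101 binding domain (10 uM final) was mixed with compound and a FITC-labeled PTAP peptide (50 nM final) in HEPES pH 7.5 buffer with NaCl, Tween 20, EDTA and TCEP; fluorescence polarization was read after 20 min at r.t.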
A-T KAP1 phos = candidate therapy for ataxia-telangiectasia; […] A-T fibroblasts, KAP-1 phosphorylation AlphaLISA; neocarzinostatin DNA damage 30 min before lysis; Potency, µM (top dose mostly 57.5 µM), for the others: at the highest dose activation, usual class: activators; 320,000 tested, 0.19% active; AID 485349; note: potency is the fitted concentration of half-maximal effect; % of control where 0% means no effect; nearly all actives have a fitted effect of over 45% in size
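hTERT-immortalized A-T patient fibroblasts ([…]), 500 cells/well in OPTI-MEM, 1% FBS, got compounds for 60 min, then NCS for 30 min at 37C. Lysates were then assayed for phospho-KAP-1 by AlphaLISA (anti-pKAP1 donor, anti-KAP1 acceptor beads), 6 hr at 25C.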
Chronic BCR inh = blocks chronic active B-cell receptor signaling; ABC-DLBCL IkBa-CBG/CBR reporter, luminescence ratio, 4 h; Potency, µM (highest dose often 46.1 µM), for the others: at the top dose ratio change, negative = lower green/red ratio, hits mostly inhibitors; 340,000 tested, 0.05% active; AID 493014; active = well fitted inhibition curve with a large enough effect in the signal ratio, with a control signal flat, not every such curve was filed as active; inconclusive = small, poorly fitted or top-dose-only effect, or effect the other way, or a change in a side signal; the % refers to the signal ratio;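 note: potency is the fitted concentration of half-maximal effect; plate controls were basal doxycycline-induced cells for no effect and cells given 10 µM MG132 for full effect; MG132 reads +100%, hits lower the ratio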
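Concentration-response series (up to 46 uM) were applied to TMD8 dual-reporter cells for 4 h at 37C with doxycycline. Green/red ratio, after filter-overlap correction, defined %Activity; red signal alone was normalised to basal cells and zero luminescence.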
Mito fusion yeast = inhibitors of mitochondrial division or activators of mitochondrial fusion | S. cerevisiae fusion-defective mutant growth rescue, CellTiterGlo 48 h | Potency, µM (highest dose often 46.1 µM), for inactives: at the top dose growth rescue (activation), hits mostly activators | 320,000 tested, 0.23% active | AID 485298;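 note: potency is the fitted concentration of half-maximal effect; % of control where 0% means no effect; nearly all actives have a fitted effect of over 45% in size; temperature-sensitive fusion mutants such as fzo1-1 at 37 °C on non-fermentable ethanol glycerol medium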
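Temperature-sensitive fusion-defective S. cerevisiae (e.g. fzo1-1, mgm1-5) were grown with compound in YPEG medium (3% ethanol, 3% glycerol) for 48 hours at 37C. Growth rescue was measured as viability by CellTiterGlo luminescence after 10 minutes at ambient.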
The depositor's hits bear a star; i = inactive; ? = inconclusive; / = no result given; [ ] = dose if it differs, or a comment. Unless noted, calls come from the whole dose curve; as a rule, active = well fitted curve in the direction sought with a large enough effect; inconclusive = small, poorly fitted or top-dose-only effect, or another doubt; inactive = no such curve, though single readings can be large; an effect the other way counts as inactive or inconclusive.

SMILES	Tb PFK block	S-ASM inh	Eya2 inh	TCR act	TSHR antag	ELG1 DNA repair	Integrin act MD	TSG101-PTAP inh	A-T KAP1 phos	Chronic BCR inh	Mito fusion yeast
COc1ccc(CNC(=O)C(C)Sc2nc3ccccc3c(=O)n2CCCN2CCOCC2)cc1 (centres undefined)	0%	1%	13%	/	2	-11%	4%	1%	0%	-3%	4%
O=S(=O)(c1ccc(Cl)c(Cl)c1)c1snnc1-c1ccccc1	-7%	-8%	6%	11%	-5	-4%	-61%[inhibitor]	0%	8%	?	-5%
O=c1c2ccccc2nc2c3ccccc3cnn12	5%	15%	12%	-4%	-1	?	-28%	0%	-2%	10%	8%
Cc1ccc(C2(C)NC(=O)N(CC(=O)Nc3cc(S(=O)(=O)N4CCCCC4)ccc3OC(C)C)C2=O)cc1 (centres undefined)	0%	1%	18%	3%	-6	0%	-14%	-1%	4%	13%	4%
Cc1ccc(OCc2nnc(SCC(=O)c3cccs3)n2-c2ccccc2)cc1C	2%	-11%	-9%	2%	-14	-18%	12%	0%	1%	1%	-2%
COC(=O)c1cccc(COC(=O)c2cc3ccccc3oc2=O)c1	1%	-1%	-15%	-5%	-21	14%	28%	-8%	4%	?	1%
C=CCC(=O)OCC(=O)Nc1ccc(Cl)cn1	3%	-1%	13%	2%	-11	1%	-33%	-3%	/	21%	-1%
CC(C)Sc1nc2c(c(=O)[nH]c(=O)n2C)n1C	-1%	-2%	-1%	-8%	38	26%	-20%	-3%	21%	-1%	8%
CN(C)CCCn1c(N)c(C#N)c2nc3ccccc3nc21	1%	i	10%	-3%	4	11%	-28%	8%	23%	?	-21%
O=C(CCCn1c(=O)c2sccc2n(Cc2cc(=O)n3ccccc3n2)c1=O)NCc1ccco1	2%	0%	-9%	8%	1	10%	10%	-7%	11%	-1%	-4%
CC(=O)Nc1cc(C(F)(F)F)ccc1N1CCOCC1	/	3%	/	0%	/	/	-3%	-7%	/	/	-4%
COc1ccccc1-c1nnc(SCC(=O)Nc2ccc(N3CCOCC3)cc2)n1C	-1%	/	-4%	8%	/	?	-12%	-5%	7%	1%	4%
CC(C)Cn1c(N)c(C(=O)COC(=O)c2ccc([N+](=O)[O-])o2)c(=O)n(C)c1=O	-11%	-3%	?	5%	-3	-21%	-41%	-10%	-14%	1%	-11%
Cc1ccc(S(=O)(=O)NCc2ccccn2)c(C)c1C	2%	0%	5%	-2%	20	?	0%	1%	19%	3%	2%
CC(C)N1CCN(Cc2cn[nH]c2C2CCCCC2)CC1CCO (centres undefined)	0%	3%	10%	4%	-3	5%	12%	-2%	7%	-2%	2%
COc1ccc2c(c1)C(=O)N(c1ccc(C)cc1C)C(=O)C2(C)C	0%	-12%	3%	9%	40	-14%	-1%	-1%	6%	4%	16%
COCCNc1ccc([N+](=O)[O-])cc1C(=O)NC1CCCc2ccccc21 (centres undefined)	-2%	-1%[11.5 µM]	7%	1%	-6	-7%	0%	2%	-7%	4%	25%
O=C1CCC(C(=O)NCc2cccnc2)N1 (centres undefined)	0%	4%	3%	2%[46.1 µM]	-7	-3%	17%	0%	1%	1%	-1%
CN(C)Cc1cc(C(C)(C)C)cc(C(C)(C)C)c1O	3%	1%	-1%	-3%	1	0%	-9%	-2%	-19%	-1%	-4%
Cc1ccc(Cl)cc1NC(=O)C1CCN(S(C)(=O)=O)CC1	-1%	-2%	10%	-4%	3	11%	2%	-3%	3%	?	0%
Cc1cc(C)c(NC(=O)CNC(=O)Cc2ccc(S(=O)(=O)N3CCOCC3)s2)c(C)c1	4%	3%	-3%	/	2	?	-2%	0%	0%	-6%	-7%
CC(C)C(=O)Nc1ccc(-c2nc3ccccc3c(=O)o2)cc1	0%	9%	5%	7%	8	11%	0%	0%	4%	-24%	-4%
COc1cccc(-n2nnc3c(=O)n(CC(=O)N4CCCCC4)cnc32)c1	0%	3%	-5%	3%	-3	3%	7%	-3%	4%	4%	-1%
C=CCNCCOc1cccc(Br)c1	-9%	-4%	0%	-6%[46.1 µM]	0	15%	2%	1%	4%	4%	-6%
CCCNC(=O)C1CC(c2ccccc2C(F)(F)F)=NO1 (centres undefined)	-4%	-6%	-5%	-1%	-2	9%	13%	-3%	9%	-3%	-3%
(list continues)
SMILES	Tb PFK block	S-ASM inh	Eya2 inh	TCR act	TSHR antag	ELG1 DNA repair	Integrin act MD	TSG101-PTAP inh	A-T KAP1 phos	Chronic BCR inh	Mito fusion yeast
CCCCc1nc2cc(C(=O)N3CCCC(COC)C3)ccc2o1 (centres undefined)	1%	0%	3%	2%	-10	?	-2%	-4%	10%	1%	-1%
CC(C)n1c(-c2cccnc2)nc2cnccc21	-1%	0%	-7%	5%[46.1 µM]	-8	13µM*	16%	-10%	1%	?	-5%
CC(NC(=O)c1ccccc1)C(=O)NC1CCCc2ccccc21 (centres undefined)	1%	-3%	13%	6%	2	-7%	14%	1%	14%	-3%	-9%
C/C(=N\Nc1ccc(C(=O)O)cc1)c1ccc2c(c1)Nc1ccccc1S2	2%	19%	-3%	3%	-4	?	3%	-6%	-3%	?	4%
O=C(NNC(=O)c1cccc(-n2cccc2)c1)c1ccc(F)cc1	?	-2%	-21%	-11%	1	14%	21%	3%	-7%	-12%	7%
Cc1ccc(C(=O)N/N=C\c2ccc(-c3ccc([N+](=O)[O-])cc3)o2)cn1	-1%	-2%	-3%	-7%	-2	26%	-16%	?	-3%	2%	3%
O=C(Nc1ccc2c(c1)CCC2)c1cccc(S(=O)(=O)Nc2ccccc2Cl)c1	0%	-5%	-7%	3%[46.1 µM]	-44	-6%	20%	-3%	-3%	?	?
Cc1ccc(NS(=O)(=O)c2ccc(C)c(NC(=S)NCCN3CCOCC3)c2)c(C)c1	-2%	-3%	2%	1%	/	-16%	-24%	1%	3%	-7%	/
N#Cc1c(-c2ccc(Cl)cc2)c2c([nH]c1=S)CCCC2	-14%	-1%	-23%	-6%	-3	-4%	0%	-1%	-1%	?	-2%
CCCCC(O)CN1CCC(c2ccccc2)CC1 (centres undefined)	-1%	3%	-11%	2%	9	7%	19%	-2%	-1%	-1%	3%
O=C(Nc1nccs1)c1ccc(COc2ccc(Cl)cc2)o1	/	-27%	/	8%	/	/	-27%	-1%	/	/	-3%
O=C(CSc1nnc(-c2ccncc2)o1)Nc1cccc(F)c1	13%	-5%	-22%	-2%	0	?	12%	-2%	4%	-8%	-1%
Cc1ccc2nc(SC(C)C(=O)Nc3cccc([N+](=O)[O-])c3)[nH]c2c1 (centres undefined)	-4%	-8%	-32%	-1%	4	?	-17%	-2%	-5%	3%	6%
CCCC(=O)O[C@H]1C[C@@H](C)N(C(=O)c2ccccc2)c2ccc(C)cc21	0%	-9%	0%	-7%	-13	3%	-10%	-10%	5%	1%	-1%
Cc1ccc2c(c1)c1nc3ccccc3nc1n2CCN1CCOCC1	0%	-11%	-13%	-2%	13	-28%	6%	1%	4%	?	2%
COc1ccc(CCN2CCCC(CN(C)C(=O)c3ccoc3)C2)cc1 (centres undefined)	1%	2%	-3%	-1%	45	?	1%	-1%	-5%	3%	2%
CCN(CC)S(=O)(=O)c1ccc(N2CCOCC2)c(NC(=O)c2ccccc2F)c1	2%	-2%	-1%	/	-5	0%	7%	-5%	12%	-2%	0%
Cc1ccc(OC(=O)c2ccc(Cl)c([N+](=O)[O-])c2)cn1	-23%	-1%	0%	5%	-8	?	-9%	0%	-4%	3%	2%
Cc1cc(=O)n2nc(N3CCCC(C(=O)NC4CCCCC4C)C3)sc2n1 (centres undefined)	5%	2%	6%	2%	-1	7%	18%	1%	0%	3%	-2%
